L3MBTL1 inh: blocks human L3MBTL1; 0.66% of 230,000 active; AlphaScreen L3MBTL1–H3K9me1 peptide binding; AID 485360; Potency, µM (doses to about 57.1 µM), without a hit: at the top dose activity, negative = inhibition, usual class: inhibitors; note: nearly all actives have a fitted effect of over 60% in size
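AlphaScreen assay: L3MBTL1 (50 nM final) was preincubated 30 min at room temperature with biotinylated H3(1-15)K9me1 peptide (75 nM final), then 30 min with library compounds; streptavidin donor and nickel chelate acceptor beads (10 ug/mL final) added, 30 min dark.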
RECQ1 helicase: RECQ1 (human) helicase inhibition. Potency, µM (doses to about 57.3 µM), for the others: top-dose activity, negative = inhibition, most hits filed as inhibitors. P46063. RECQ1 DNA unwinding, red fluorescence kinetic read. 0.54% of 240,000 active;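 note: plate controls were vehicle for no effect and no enzyme for full effect; nearly all actives have a fitted effect of over 30% in size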
Target sequence (P46063 whole entry, looked up): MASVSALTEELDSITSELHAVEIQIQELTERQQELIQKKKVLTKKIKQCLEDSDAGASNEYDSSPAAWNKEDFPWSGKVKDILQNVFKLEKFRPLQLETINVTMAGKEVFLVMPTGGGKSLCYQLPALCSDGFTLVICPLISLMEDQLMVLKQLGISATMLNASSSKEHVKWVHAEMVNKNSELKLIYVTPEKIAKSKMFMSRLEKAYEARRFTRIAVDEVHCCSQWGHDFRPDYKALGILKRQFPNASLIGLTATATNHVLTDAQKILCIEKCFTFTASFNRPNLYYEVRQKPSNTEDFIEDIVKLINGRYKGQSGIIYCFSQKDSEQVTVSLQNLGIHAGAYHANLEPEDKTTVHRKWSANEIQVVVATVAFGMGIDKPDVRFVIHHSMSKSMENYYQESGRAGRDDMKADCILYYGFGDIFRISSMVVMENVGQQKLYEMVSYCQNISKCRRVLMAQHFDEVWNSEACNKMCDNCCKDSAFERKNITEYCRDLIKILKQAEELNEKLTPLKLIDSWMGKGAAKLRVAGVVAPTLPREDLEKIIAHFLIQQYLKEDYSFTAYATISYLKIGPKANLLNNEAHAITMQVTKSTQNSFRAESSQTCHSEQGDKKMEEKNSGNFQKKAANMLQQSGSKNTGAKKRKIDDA
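50 nM RECQ1T1 preincubated 15 min with compound in Tris pH 8.0 buffer with MgCl2, DTT, Tween-20 and 2.5 ug/ml poly(dI-dC); started with 200 nM TAMRA/BHQ-2 forked duplex and 2 mM ATP. Unwinding read as fluorescence (525/598 nm), two reads 2 h apart.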
GAA inh: blocks human lysosomal alpha-glucosidase. purified human GAA, 4-MU-alpha-glucoside fluorescence. P10253. AID 1466. Potency, µM (doses to about 76.9 µM), for inactives: at the highest dose activity change, negative = inhibition, usual class: inhibitors. 0.005% of 200,000 active;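 note: plate controls were uninhibited enzyme wells for no effect and no-enzyme background for full effect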
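Human alpha-glucosidase, 4 nM, pre-mixed with test compounds before 400 uM 4-methylumbelliferyl substrate; 20 min room temperature at pH 5.0. Fluorescence read after pH 10 stop; AC50 values from Hill-equation fits.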
aGlu spleen mod: lysosomal alpha-glucosidase (human) modulation | human spleen homogenate, 4-MU-alpha-glucoside fluorescence | Potency, µM (highest dose often 79.9 µM), without a hit: at the top dose activity change, negative = inhibition, usual class: inhibitors | P10253 | AID 2112 | 0.006% of 240,000 active;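 note: 0% = enzyme with vehicle and -100% = no enzyme basal signal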
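Human spleen homogenate (1 ug) with 4-methylumbelliferyl-alpha-D-glucopyranoside (1 mM final) in 50 mM citrate/phosphate pH 5.0, 0.01% Tween-20; 40 min at 37 C. Stopped at pH 10; 4-MU fluorescence Ex 365/Em 440 nm; AC50 by Hill fit.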
TRb-SRC2 inh: TRbeta-SRC2 interaction inhibition; P10828; TRbeta-SRC2 peptide binding, fluorescence polarization; receptor liganded with 1 µM T3; Potency, µM (top dose mostly 106 µM), without a hit: top-dose activity change, negative = inhibition, most hits filed as inhibitors; 0.065% of 280,000 active;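 note: plate controls were bound peptide for no effect and peptide without receptor for full effect; nearly all actives have a fitted effect of over 50% in size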
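Read-out is fluorescence polarization (555 nm excitation, 632 nm emission) of a Texas Red SRC2 coactivator peptide; loss of signal reflects blocked binding to human TRb ligand-binding domain in the presence of 1 uM T3.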
RGS12 GoLoco inh: inhibitors of human Gai1-RGS12 GoLoco interaction (red fluorophore) | P63096 | Gai1:RGS12 GoLoco peptide FP, rhodamine, 10 min | Potency, µM (doses to about 61.6 µM), for the others: at the top dose activity, negative = inhibition, most hits filed as inhibitors | 0.44% of 230,000 active; active = well fitted inhibition curve with a large enough effect, not every such curve was filed as active; inactive = no such curve, though single readings can be large or run the other way; note: nearly all actives have a fitted effect of over 30% in size; many of its hits are not listed in these tables
Target sequence (P63096 whole entry, looked up): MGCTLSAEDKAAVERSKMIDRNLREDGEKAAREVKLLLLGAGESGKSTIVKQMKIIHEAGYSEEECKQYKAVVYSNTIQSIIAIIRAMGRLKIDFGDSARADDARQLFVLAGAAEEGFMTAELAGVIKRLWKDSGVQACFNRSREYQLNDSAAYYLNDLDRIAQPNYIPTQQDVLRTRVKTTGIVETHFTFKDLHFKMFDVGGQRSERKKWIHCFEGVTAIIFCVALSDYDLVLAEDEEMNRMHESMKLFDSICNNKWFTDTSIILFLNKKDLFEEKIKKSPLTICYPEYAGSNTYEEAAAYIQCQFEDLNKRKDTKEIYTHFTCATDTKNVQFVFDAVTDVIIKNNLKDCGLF
TexasRed fluor: Texas Red fluorescence interference in TRb-SRC2 counter-screen | TRb/SRC2 Texas Red total fluorescence interference | Potency, µM (series often up to 106 µM), without a hit: at the highest dose fluorescence change, negative = quenching | 0.29% of 280,000 active; active = well fitted curve in either direction with a large enough effect; inconclusive = small, poorly fitted or top-dose-only effect
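Flags fluorescent or light-absorbing compounds by total fluorescence, S + 2P, at 555 nm excitation and 632 nm emission. Mixture: 20 nM Texas Red SRC2 peptide, 0.6 uM human TRb LBD, 1 uM T3, 5% DMSO; compound exposure 5 h at ambient temperature.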
GAA glycogen: inhibitors or activators of human alpha-glucosidase glycogen cleavage; 0.38% of 300,000 active; Potency, µM (doses to about 76.4 µM), for inactives: at the highest dose activity change, negative = inhibition, most hits filed as inhibitors; P10253; AID 2100; recombinant GAA, glycogen substrate, Amplex Red glucose oxidase fluorescence;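 note: 0% = full enzyme reaction and -100% = no-enzyme basal signal; the screen sought inhibitors and activators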
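Natural-substrate format: glycogen cleavage by 4 nM human enzyme, glucose read by Amplex Red coupling (Ex 573, Em 610 nm). Normalized to enzyme and no-enzyme controls.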
Numbers without * were called inactive; i = inactive; ? = inconclusive; / = not tested or not shown; [ ] = another dose, or the depositor's remark. Unless noted, calls come from the whole dose curve; as a rule, active = well fitted curve in the direction sought with a large enough effect; inconclusive = small, poorly fitted or top-dose-only effect, or another doubt; inactive = no such curve, though single readings can be large; an effect the other way counts as inactive or inconclusive. Unless noted, % is set by controls: 0 for no effect and ±100 for the full control effect; potency is the fitted concentration of half-maximal effect.

Second line of a record – TexasRed fluor	aGlu spleen mod	RGS12 GoLoco inh	GAA inh	GAA glycogen	TRb-SRC2 inh	RECQ1 helicase	L3MBTL1 inh
Cc1nn(C(C)c2n[nH]c(=S)n2-c2cccc(Cl)c2)c(C)c1[N+](=O)[O-] (stereo unspecified)
    -1%	-7%	-19%	-1%	-21%	-7%	6%	-11%[11.4 µM]
C=CCCC(=O)Nc1nc(C)c(-c2csc(Nc3cc(Cl)ccc3OC)n2)s1
    9%	-4%	11%	0%	-23%	-5%	-2%	-9%
COc1ccc2cc3cc(C(=O)NCCN4CCN(c5ccccc5F)CC4)oc3nc2c1
    -1%	5%	5%	?	2%	-4%	-15%	7%
CCn1nc(CC(=O)Nc2ccc(-n3cnnn3)c(C)c2)c2ccccc2c1=O
    2%	-14%	0%	-6%	-5%	1%	-2%	3%
Cc1nc(CN2CCN(Cc3nc(C(c4ccccc4)c4ccccc4)no3)CC2)cs1
    -3%	-6%	7%	?	10%	-5%	-8%	-16%
N/C(=N\OC(=O)CCCOc1ccccc1)c1ccc(Br)cc1
    2%	3%	4%	1%	5%	0%	i	77%[activator]
COc1ccccc1NS(=O)(=O)c1cc(NC(=O)CCC(=O)c2cccs2)ccc1Cl
    1%	-1%	12%	0%	-3%	7%	-7%	-3%
CC(=O)Nc1nc(C)c(C(C)=O)s1
    0%	4%	-18%	-7%	4%	-2%	-4%	/
COc1cccc(N2CCN(C(=O)CN(c3ccc(C)cc3)S(=O)(=O)c3c(C)n[nH]c3C)CC2)c1
    -1%	-8%	6%	-13%[15.4 µM]	-6%	6%	-10%	-6%
Cc1nn(-c2ccccc2)c2sc(C(=O)OC3CCOC3=O)cc12 (stereo unspecified)
    1%	-1%	5%	4%	-6%	1%	-2%	-7%
CN(Cc1nc(-c2cnccn2)no1)Cc1n[nH]c2c1CCCCC2
    0%	2%	-23%	/	-5%	10%	2%	-18%
CN(Cc1cccc(-n2cccn2)c1)Cc1cn(C)nc1-c1ccccc1F
    1%[53 µM]	1%	10%	-2%	-13%	3%[53 µM]	i	-6%
CC(=O)OC(COc1ccc(F)cc1)Cn1cnc2ccccc21 (stereo unspecified)
    1%	0%	6%	-6%	-5%	0%	i	6%
c1cc2c3c(cccc3c1)NC1(CCCCCC1)N2
    -1%	2%	23%	2%	-9%	-4%	20%	-4%
Cc1nc2c(c(=O)n1Cc1ccco1)c1nc3ccccc3nc1n2Cc1ccccc1
    1%	2%	25%	-4%	3%	7%	-10%	/

The list continues.
Second line of a record – TexasRed fluor	aGlu spleen mod	RGS12 GoLoco inh	GAA inh	GAA glycogen	TRb-SRC2 inh	RECQ1 helicase	L3MBTL1 inh
Cc1cc[n+]2n1CC(O)C2 (stereo unspecified)
    -2%	-1%	-10%	/	-6%	2%	-16%	15%
Cc1cc(C)cc(NC(=S)N=Nc2c(O)n(C)c3ccc(S(=O)(=O)N4CCOCC4)cc23)c1
    -1%	-9%	4%	?	14%	7%	-1%	0%
CCOC(=O)C1=C(CC)Nc2ccccc2N=C1NC(=O)Cn1cnc2ccccc2c1=O
    2%	-9%	4%	1%	-7%	2%	-11%	7%
O=C(Nc1ccc(Br)c2ccccc12)c1ccc2ccccc2c1O
    -8%	-1%	1%	-8%	?	15%	i	0%
Cc1cc(-c2nn(-c3ccccc3F)cc2CNCCc2cnc[nH]2)c(C)s1
    -1%	-5%	8%	-6%	-3%	0%	-7%	-17%
CCN1CCC[C@@H](OC(=O)C(c2ccccc2)c2ccccc2)C1
    -3%[53 µM]	-9%[29.1 µM]	-26%[21.6 µM]	/	/	-2%[53 µM]	-5%[25.9 µM]	/
Cc1cc(C)cc(Nc2ccc([N+](=O)[O-])nc2[N+](=O)[O-])c1
    -6%	0%	-7%	0%	8%	-1%	i	-14%
CCN(CCCNC(=O)CCCn1c(=O)[nH]c2ccccc2c1=O)c1cccc(C)c1
    0%	-3%	-14%	-7%	-32%	-12%	4%	-9%
CC(=O)N1C(=O)C2(Nc3ccccc3N2)c2ccccc21
    0%	3%	2%	13%	5%	-8%	i	/
Cc1cnc(C(=O)OCC(=O)NC23CC4CC(CC(C4)C2)C3)cn1
    -3%	-16%	7%	-5%	10%	-2%	-15%	/
CC#CCN1c2ccccc2[C@]23C[C@@H](C(=O)OC)N=C2NC(C(=O)OC)=C(C(=O)OC)[C@H]13
    3%[11.2 µM]	7%[17.4 µM]	8%[14.2 µM]	/	3%	10%[11.2 µM]	-7%[11.5 µM]	/
O=C(NCc1ccccc1)C1C(=O)N(Cc2ccccc2)C(=O)C1C1(O)CCCC1 (stereo unspecified)
    -2%	-2%	/	3%	-7%	-12%	-11%	-7%
Fc1ccc(-c2csc3nnc(SCc4cccnc4)n23)cc1
    0%	-4%	6%	3%	3%	-1%	-2%	6%
CCOC(=O)N1CCC(N(CCN(C)C)C(=S)Nc2cccc(Cl)c2C)CC1
    7%	-9%	-6%	-4%	7%	-7%	-4%	-4%
CCCCCOC(=O)CSc1nc2c(c(=O)[nH]c(=O)n2C)n1CCc1ccccc1
    -4%	3%	-4%	-10%	-2%	-6%	0%	9%

Continuation.
Second line of a record – TexasRed fluor	aGlu spleen mod	RGS12 GoLoco inh	GAA inh	GAA glycogen	TRb-SRC2 inh	RECQ1 helicase	L3MBTL1 inh
COc1ccc(CCNC(=O)c2c(O)c3cccc4c3n(c2=O)CC4)cc1OC
    0%	-6%	2%	3%	-13%	0%	-1%	-1%
CCOc1ccc2nc(SCc3ccc(CC(=O)O)cc3)c(C#N)cc2c1
    1%	0%	21%	0%	13%	1%	11%	4%
C[C@@]12C=CC(=O)C=C1CC[C@H]1[C@H]3CC[C@](O)(C(=O)CO)[C@]3(C)CC(=O)[C@@H]12
    -2%[53 µM]	9%[29.1 µM]	3%[21.6 µM]	/	/	1%[53 µM]	0%[25.9 µM]	/
COc1cc(OC)nc(NC(=O)CS(=O)(=O)c2ccccc2)n1
    -2%	3%	-11%	1%	-10%	-9%	2%	-22%
CCc1[nH]nc2c1C1(CCN(C(=O)c3ccccc3)CC1)C(C#N)=C(N)O2
    -2%	-4%	12%	-7%	-6%	-7%	-4%	-2%
COCCC(=O)N1CCCC(C(=O)c2ccc3c4c(cccc24)CC3)C1 (stereo unspecified)
    -2%[53 µM]	-15%	1%	6%	-4%	2%[53 µM]	i	-9%
Cc1cccc(NC2=NCC(=O)N2Cc2ccccc2)c1
    -1%	3%	5%	0%	5%	-13%	-5%	-6%
O=C(c1cc([N+](=O)[O-])ccc1N1CCOCC1)N1CCCC1
    2%	-3%	7%	-7%	6%	-7%	-2%	5%
Cc1nn(CC(=O)c2ccccc2Cl)c(C)c1[N+](=O)[O-]
    2%	-9%	6%	10%	27%	1%	i	0%
Cc1ccc(C(=O)OCC(=O)NCc2cccs2)cc1
    1%	-5%	1%	1%	11%	0%	-3%	13%
COc1ccc(CN2C3CCCC2CC(NC(=O)Nc2ccccc2C)C3)cc1 (stereo unspecified)
    -5%	1%	-7%	-9%	7%	-7%	i	?
COc1cc(Br)cc(C=Nc2cccc(C(F)(F)F)c2)c1O
    -2%	1%	6%	0%	-1%	2%	i	-9%
COC(=O)CNC(=O)CN1C(=O)N(c2cccc(Cl)c2)C(N(O)C(=O)Nc2cccc(Cl)c2)C1(C)C (stereo unspecified)
    -1%	4%	1%	-7%	-8%	7%	0%	-8%
CCN(CC)c1ccc(/C=N/NC(=O)CNC(=O)c2ccccn2)cc1
    -1%	-4%	-13%	7%	-16%	6%	-13%	/
Cc1nc2ccc(-c3nc4ccccc4[nH]3)cc2[nH]1
    -1%	4%	20%	9%	6%	2%	i	-1%

Reprinted at random: 2 entries already listed.
Second line of a record – TexasRed fluor	aGlu spleen mod	RGS12 GoLoco inh	GAA inh	GAA glycogen	TRb-SRC2 inh	RECQ1 helicase	L3MBTL1 inh
Cc1cccc(NC2=NCC(=O)N2Cc2ccccc2)c1
    -1%	3%	5%	0%	5%	-13%	-5%	-6%
COc1ccc(CCNC(=O)c2c(O)c3cccc4c3n(c2=O)CC4)cc1OC
    0%	-6%	2%	3%	-13%	0%	-1%	-1%

Going on with the list.
Second line of a record – TexasRed fluor	aGlu spleen mod	RGS12 GoLoco inh	GAA inh	GAA glycogen	TRb-SRC2 inh	RECQ1 helicase	L3MBTL1 inh
CC(C)Nc1nnc(SC(C)C(=O)NCc2ccc3c(c2)OCO3)s1 (stereo unspecified)
    -2%	7%	8%	-7%	-6%	0%	-5%	4%
O=C1c2cc(Cl)ccc2OC2(CCNCC2)C12CC(c1ccc(Cl)cc1)=NO2 (stereo unspecified)
    -5%	2%	2%	/	8%	4%	i	/
CCN(CC)S(=O)(=O)c1ccc(N/N=C(\C)c2ccc(OC)cc2O)nc1
    0%	-2%	-1%	/	1%	5%	-12%	/
COCCn1nnnc1C(c1ccccc1Cl)N1CCN(c2ccccc2OC)CC1 (stereo unspecified)
    -2%	4%	3%	-7%	3%	0%	-5%	2%
CC(C)(C)OC(=O)CN1C(=O)C(Sc2n[nH]c(-c3ccccc3)n2)CCc2ccccc21 (stereo unspecified)
    4%	-11%	6%	5%	1%	1%	i	-2%
COc1ccc(-c2nc(N=Nc3ccc(O)cc3)n[nH]2)cc1
    -12%	-7%	4%	?	6%	-8%	-5%	-7%
CSc1cccc(CN2CCN(Cc3ccccc3)C(CCO)C2)c1 (stereo unspecified)
    -1%	-6%	-2%	-1%	-9%	6%	i	-1%
CC1=C(C(=O)Nc2ccccn2)C(c2ccc(F)cc2)n2ncnc2N1 (stereo unspecified)
    -1%	8%	0%	1%	-29%	3%	4%	-11%
O=C(CSc1nnc(-c2ccccn2)n1Cc1ccccc1)N1CCCC1
    -4%	-4%	-3%	-5%	-11%	-2%	i	-6%
CN(CC(=O)Nc1ccc(Cl)c(Cl)c1)C(=O)C12CC3CC(CC(C3)C1)C2
    0%[53 µM]	-23%	0%	-5%	-1%	-2%[53 µM]	-1%	-2%
COC(C(=O)Nc1ccc(S(=O)(=O)N2CCCCC2)cc1)c1ccccc1 (stereo unspecified)
    -1%	-28%	2%	-11%	4%	-19%	-19%	/
CCc1cccc(NC(=O)CS(=O)Cc2nc(-c3ccc(C)cc3)oc2C)c1 (stereo unspecified)
    -2%	-12%	8%	-8%[15.4 µM]	-10%	1%	-10%	-3%

Screening data from PubChem.

Some of the compounds tested, so the mix of outcomes need not match the whole.
